Phagocytosis inh: macrophage phagocytosis inhibition | J774A.1 macrophage IgG-bead phagocytosis, imaging | inhibition, % at 5 µM | 110,000 compounds, 0.07% hits | AID 1029;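 active = inhibition above the mean of the plate negative controls plus 5 SD, cut at about 13% in these data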;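 note: phagocytic index as fraction of beads internalized from green versus red external bead signal; plate controls were DMSO negative control for no effect and cytochalasin-D positive control for full effect; some results beyond the cut were filed as inactive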
Yeast life ext: extends the lifespan of yeast; inhibition of the nicotinamide effect, % at 10 µM; 130,000 compounds, 0.68% hits; S. cerevisiae growth with nicotinamide, OD615; deaD strain in restrictive glucose medium; AID 775;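 active = inhibition above a set limit, placed 3 SD over the median of all compounds, cut at about 26% in these data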;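 note: 0% = nicotinamide-treated wells and 100% = cells grown without nicotinamide; some compounds called inactive have numbers as strong as hits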
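assay system = DeaD-strain S. cerevisiae | buffer or medium = restrictive glucose medium | reagent = 1.5 mM nicotinamide | compound = 10 µM single point, 0.25% DMSO | incubation = 48 h compound exposure at 30 °C, humidified | signal = OD615 measurement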
Measles CPE: protection of cells from measles virus; Measles virus-infected cells, CPE protection, absorbance; protection (pct of control), % at 4 µM; 140,000 compounds, 1.5% hits; in the data active = protection mostly above about 24%, no sharp cut-off; inactive = mostly below about 26%; note: some compounds called inactive have numbers as strong as hits
MRP1 act: activators of MRP-1; AID 799; 140,000 compounds, 0.61% hits; viability increase, % at 10 µM; H69AR cells + doxorubicin, viability rescue, CellTiter-Glo;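 active = viability gain under doxorubicin at or above a set limit, the compound median plus 3 SD, cut at about 4.7% in these data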;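 note: MRP-1 overexpressing cells given doxorubicin 25 µM after compound pretreatment; 18-22 h compound pretreatment then 72 h with doxorubicin before readout; 0% = doxorubicin-only wells and 100% = vehicle-treated cells without doxorubicin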
NPY Y2 blocker: blocks the human neuropeptide Y Y2 receptor; 140,000 compounds, 0.99% hits; inhibition, % at 2.7 µM; NPY-Y2 expressing cells, antagonist mode; AID 793; P49146; in the data active = inhibition above about 17%;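 note: 0% = vehicle with agonist challenge and 100% = reference antagonist with challenge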
Target sequence (P49146 whole entry, looked up): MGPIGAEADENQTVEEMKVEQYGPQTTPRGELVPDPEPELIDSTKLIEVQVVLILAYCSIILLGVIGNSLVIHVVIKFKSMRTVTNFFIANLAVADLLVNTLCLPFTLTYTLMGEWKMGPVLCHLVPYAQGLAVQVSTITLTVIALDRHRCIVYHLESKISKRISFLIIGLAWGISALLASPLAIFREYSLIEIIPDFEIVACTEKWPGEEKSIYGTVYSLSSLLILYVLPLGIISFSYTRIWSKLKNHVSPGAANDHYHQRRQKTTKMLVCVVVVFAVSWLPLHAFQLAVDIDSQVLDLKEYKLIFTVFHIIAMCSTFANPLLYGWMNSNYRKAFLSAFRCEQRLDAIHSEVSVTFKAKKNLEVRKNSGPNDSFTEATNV
Yeast growth inh: yeast BB579 growth reduction in restrictive medium; S. cerevisiae BB579 growth, OD615, 48 h; inhibition, % at 10 µM; 140,000 compounds, 0.51% hits;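 active = inhibition above a set limit, 3 SD over the mean compound inhibition, cut at about 44% in these data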; note: inactives centre near -24
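Assay system: S. cerevisiae DeaD strain BB579 yeast. Medium: CSMM-D restrictive synthetic medium containing dextrose (glucose). Times: 4 h cell preincubation, 48 h compound exposure, 30 °C humidified. Signal: OD615 turbidity measurement. Benchmarks: positive control amphotericin B 10 µg/mL.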
GALR2 blocker: blocks the human galanin receptor 2; GALR2-expressing cells, antagonist mode; inhibition, % at 4 µM; 140,000 compounds, 0.39% hits; AID 828; in the data active = inhibition above about 27%;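 note: cells stimulated with galanin 1-16 at roughly its EC80; 0% = agonist challenge control and 100% = basal control without agonist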
Target sequence (O43603 whole entry, looked up): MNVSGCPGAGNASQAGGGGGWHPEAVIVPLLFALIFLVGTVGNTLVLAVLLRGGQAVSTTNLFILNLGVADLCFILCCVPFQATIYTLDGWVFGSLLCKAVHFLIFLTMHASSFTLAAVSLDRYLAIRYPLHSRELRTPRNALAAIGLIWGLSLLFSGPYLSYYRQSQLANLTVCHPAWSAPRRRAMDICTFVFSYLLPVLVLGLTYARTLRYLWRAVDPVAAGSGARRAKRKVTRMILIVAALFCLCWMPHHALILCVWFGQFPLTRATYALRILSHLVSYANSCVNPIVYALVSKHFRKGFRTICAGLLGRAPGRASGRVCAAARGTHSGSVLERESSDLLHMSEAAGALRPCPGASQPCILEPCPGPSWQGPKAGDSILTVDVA
PTEN del growth: suppresses growth of cells with PTEN deletion; 140,000 compounds, 1.2% hits; AID 827; HCT116 PTEN-null viability, CellTiter-Glo, 60 h; active compounds read low; viability, % at 10 µM;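 active = viability at or below a set limit, 4 SD under the median of all tested compounds, cut at about 3.7% in these data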;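 note: PTEN knockout HCT116 line with beta catenin targeted HCT116 as companion control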
E-sel TNF inh: TNF alpha driven E-selectin expression inhibition; HUVEC TNFa-induced E-selectin immunofluorescence, high content; inhibition, % at 2 µM; 120,000 compounds, 0.71% hits;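 active = inhibition above the batch mean plus 3 SD, and confirmed as a hit on visual image review, cut at about 43% in these data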;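 note: 0% = TNF-stimulated DMSO wells and 100% = unstimulated control wells; not every result past the cut was called active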
HCT116 bCat-KO: beta-catenin-lacking colon tumor cell growth suppression; viability, % at 10 µM; AID 818; 140,000 compounds, 1.5% hits; HCT116 beta-catenin knockout viability, CellTiter-Glo, 60 h; active compounds read low;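 active = viability at or under a set limit, the compound median less 4 SD, cut at about 6% in these data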;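 note: 0% = Hyamine 1622 control at 20 µM and 100% = untreated cell control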
The depositor's hits bear a star; . = not tested or not shown.

#	structure	PTEN del growth	Phagocytosis inh	E-sel TNF inh	HCT116 bCat-KO	GALR2 blocker
1	c1ccc2c(c1)CCCN2c1nc2ccccc2n2cnnc12	78.5	-0.5	.	74.1	4.8
2	Cc1cc(NC(=O)CCC(=O)N(c2ccccc2)C(C(=O)NC2CCCC2)c2ccccc2)no1 (configuration not stated)	93.1	.	-0.2	86.7	7.4
3	O=C(CN1CCOCC1)NCCC12CC3CC(CC(C3)C1)C2	90.0	-0.2	-17.3	90.7	-0.1
4	COc1ccc(N2CCN(C(=O)CN(Cc3ccccc3)S(C)(=O)=O)CC2)cc1	90.1	-1.5	-24.4	83.7	-4.2
5	CCc1ccc(C2NC(C(=O)O)CS2)cc1 (configuration not stated)	98.3	1.3	.	103.1	0.6
6	COc1cccc(NC(=O)CCCn2c(=S)[nH]c3ccccc3c2=O)c1	80.6	-0.7	9.1	88.3	-3.2
7	CNC(=O)N1CCN(C(=O)NC)CC1	93.2	-0.9	0.8	90.8	-7.9
8	O=C(NC1CCCCC1)N1CCN(CCc2ccccc2)CC1	94.6	-0.8	-3.0	96.0	9.0
9	N#CCCN1CCN(C(=S)c2ccc(-c3ccc(Cl)c(Cl)c3)o2)CC1	71.3	0.5	8.3	63.8	5.1
10	Cn1c(/N=C/c2c[nH]c3ccccc23)nc2ccccc21	94.9	-0.4	10.8	83.3	7.9
11	COc1ccc(C2C(C#N)=C(N)Oc3cc4c(cc32)OCO4)cc1 (configuration not stated)	36.7	1.5	-29.4	48.0	-3.8
12	CC(C)(Oc1ccc(Cl)cc1)C(=O)OCC(=O)Nc1ncc(Cl)cc1Cl	94.4	.	-36.0	96.3	-1.5
13	COC(=O)c1ccccc1N/C=C/C(=O)c1ccc(Br)cc1	88.6	.	5.7	85.2	14.4
14	COc1ccc(CC(=O)Nc2c3c(nn2C(C)(C)C)CS(=O)C3)cc1 (configuration not stated)	107.6	0.0	.	94.7	3.6
15	O=C(NCc1ccc2c(c1)OCO2)c1ccc(NS(=O)(=O)c2ccc3c(c2)OCCO3)cc1	98.7	.	4.3	103.7	7.0

#	NPY Y2 blocker	Yeast growth inh	MRP1 act	Measles CPE	Yeast life ext
1	4.7	-49.8	-1.5	1.0	-16.3
2	-0.6	-17.9	-3.4	9.8	.
3	2.4	-48.4	-0.1	5.0	-7.2
4	2.6	-3.1	-3.5	9.6	-5.2
5	-3.1	-51.6	-1.7	9.6	-5.5
6	1.8	-38.7	-3.2	12.4	-3.8
7	0.3	-33.8	-2.4	7.3	6.2
8	0.9	-25.4	-0.5	4.3	-4.1
9	3.2	-24.0	-2.5	19.9	-7.3
10	0.7	15.7	-1.7	1.3	-11.1
11	2.9	-12.1	0.3	5.8	-0.9
12	5.9	-68.0	-1.5	21.3	-2.5
13	13.0	-22.4	-1.6	1.4	-6.3
14	-2.2	-68.7	-0.2	6.1	0.7
15	2.9	-24.1	-3.4	3.5	-5.1

#	structure	PTEN del growth	Phagocytosis inh	E-sel TNF inh	HCT116 bCat-KO	GALR2 blocker
16	O=C(CCSCc1ccccc1F)N1CCN(c2ccccn2)CC1	95.6	-2.6	-38.5	89.6	8.7
17	CC(C)NC(=O)NC(=O)COC(=O)c1ccc(NC(=O)CC#N)cc1	99.4	-0.7	1.1	95.7	-13.7
18	Cc1ccc(S(=O)(=O)N2CCC(C(=O)NCc3cccnc3)CC2)cc1	90.0	1.7	5.2	107.9	-3.3
19	CCC(C)NC(=O)C1CCN(C(=O)c2ccccc2)CC1 (configuration not stated)	101.5	-1.4	-3.9	96.4	-8.9
20	O=C(Nc1ccn(Cc2c(F)c(F)c(F)c(F)c2F)n1)c1ccc(COc2ccccc2Cl)cc1	70.2	-0.4	-15.1	70.8	2.9
21	O=C(/C=C/c1ccc(Cl)cc1)NCc1ccncc1	87.6	-1.8	1.1	73.4	-18.2
22	CC(C)(C)n1nnnc1C(c1cccnc1)N(Cc1ccccc1)Cc1ccco1 (configuration not stated)	58.2	.	.	52.2	6.6
23	CCOC(=O)c1[nH]c2ccc(OC)cc2c1NC(=O)CCN1CCSCC1	95.3	-3.0	2.8	92.7	2.5
24	Cc1cc(C(F)F)n2ncc(C(=O)N3CCCCC3)c2n1	95.2	.	-5.8	95.1	2.9
25	Clc1cccc(CON/C=N/c2ncnc3sccc23)c1	58.1	.	6.2	61.3	2.0
26	COc1cc(OC)cc(C(=O)Nc2ccc(S(=O)(=O)N(C)C)cc2)c1	96.8	-0.7	-2.8	103.6	9.4
27	CCOC(=O)c1c(C)n(C)c2cc(-c3ccc(F)cc3)c(O)cc12	98.0	-8.8	.	95.9	6.4
28	Cc1csc(NC(=O)c2nc3nccc(C)n3n2)n1	95.5	0.3	-4.1	102.3	-23.1
29	Cc1c(NC(=O)C(C)OC(=O)c2cc(Cl)nc(Cl)c2)c(=O)n(-c2ccccc2)n1C (configuration not stated)	89.9	-6.8	.	93.4	-9.5
30	CC1CCCN(c2nc3ccsc3c(=O)s2)C1 (configuration not stated)	78.0	0.4	4.1	72.7	-4.1

#	NPY Y2 blocker	Yeast growth inh	MRP1 act	Measles CPE	Yeast life ext
16	10.7	-22.0	-1.4	36.3	-28.1
17	-0.7	-12.4	-0.5	4.0	-5.0
18	1.1	-35.5	-2.0	8.4	-14.9
19	2.5	-1.8	-1.4	3.6	-26.4
20	0.2	-42.3	-1.5	15.5	-26.4
21	-0.6	-25.6	-1.6	14.2	0.7
22	17.5*	-34.7	-2.8	22.9	-9.9
23	1.6	-30.6	-1.9	12.3	9.5
24	6.0	-11.9	-1.5	6.5	.
25	2.8	-19.3	0.1	6.7	-31.1
26	3.0	-39.0	0.6	5.5	-5.8
27	11.0	-31.5	1.2	7.3	-6.2
28	3.7	20.9	1.5	13.3	-6.8
29	0.5	-9.5	0.0	15.1	-2.4
30	15.5	-33.6	0.5	1.3	-1.3

Molecules above with a tert-butyl group:
#	structure	PTEN del growth	Phagocytosis inh	E-sel TNF inh	HCT116 bCat-KO	GALR2 blocker
14	COc1ccc(CC(=O)Nc2c3c(nn2C(C)(C)C)CS(=O)C3)cc1 (configuration not stated)	107.6	0.0	.	94.7	3.6
22	CC(C)(C)n1nnnc1C(c1cccnc1)N(Cc1ccccc1)Cc1ccco1 (configuration not stated)	58.2	.	.	52.2	6.6

#	NPY Y2 blocker	Yeast growth inh	MRP1 act	Measles CPE	Yeast life ext
14	-2.2	-68.7	-0.2	6.1	0.7
22	17.5*	-34.7	-2.8	22.9	-9.9

Pulled by structure from the entries so far (2):
#	structure	PTEN del growth	Phagocytosis inh	E-sel TNF inh	HCT116 bCat-KO	GALR2 blocker
6	COc1cccc(NC(=O)CCCn2c(=S)[nH]c3ccccc3c2=O)c1	80.6	-0.7	9.1	88.3	-3.2
13	COC(=O)c1ccccc1N/C=C/C(=O)c1ccc(Br)cc1	88.6	.	5.7	85.2	14.4

#	NPY Y2 blocker	Yeast growth inh	MRP1 act	Measles CPE	Yeast life ext
6	1.8	-38.7	-3.2	12.4	-3.8
13	13.0	-22.4	-1.6	1.4	-6.3

(listing goes on)
#	structure	PTEN del growth	Phagocytosis inh	E-sel TNF inh	HCT116 bCat-KO	GALR2 blocker
31	CC1CCCN(C(=O)COC(=O)c2n[nH]c3ccccc23)C1 (configuration not stated)	89.2	0.0	.	98.2	9.8
32	C=CCN1C(=O)C(Cc2ccc(OCC)cc2)S/C1=N\N=C\c1cccs1 (configuration not stated)	83.6	-2.3	-6.2	85.1	-7.0
33	CCOC(=O)c1ccccc1NC(=O)c1ccccc1SC	74.7	4.1	-35.3	80.9	7.2
34	COc1ccccc1NC(=O)N(c1c(N)n(Cc2ccccc2)c(=O)[nH]c1=O)C1CCCC1	105.8	-1.0	-46.7	96.3	-0.1
35	Cn1c(=O)c2cc(S(=O)(=O)N3CCN(c4cccc(C(F)(F)F)c4)CC3)ccc2n(C)c1=O	57.6	.	11.3	68.0	-0.6
36	COc1ncnc(OC)c1NC(=O)c1ccc(F)cc1	94.3	-0.5	-19.6	100.0	-5.5
37	CCC(C)n1c(SCC(=O)Nc2cc(C)on2)nc2ccccc2c1=O (configuration not stated)	60.7	.	.	59.7	-1.2
38	Clc1ccc(-c2csc(N3CCN(c4ccccc4)CC3)n2)cc1	103.2	-1.2	3.8	107.2	-2.2
39	O=C(CCC(=O)OCC(=O)c1ccc([N+](=O)[O-])cc1)NC1CCCCC1	88.7	7.5	-24.1	91.1	-2.1
40	Cc1ccc(-c2nnc(C)c(N3CC(C)OC(C)C3)n2)cc1 (configuration not stated)	98.5	.	-25.6	109.0	3.7
41	N#C/C(=C/c1ccc(F)cc1)c1nc(CCN2C(=O)c3ccccc3C2=O)cs1	91.8	-0.1	28.7	96.9	6.6
42	COc1ccc(OCCC(=O)NC2=NCCS2)cc1	103.0	2.6	-2.9	95.1	-11.3
43	Nc1n[nH]c2c1C1(CCCC1)Cc1ccccc1-2	109.1	1.5	-23.1	98.1	0.5
44	CC1CCN(c2c([N+](=O)[O-])c(=O)n(-c3ccccc3)c3ccccc23)CC1	86.7	-0.3	.	79.4	-5.9
45	COc1ccc(-n2c(Cn3c(=O)sc4ccccc43)nnc2SCC(=O)N2CCOCC2)cc1	92.9	-0.3	.	98.2	-1.5
46	CN1CCN(c2nc(N3CCN(CCO)CC3)nc3ccccc23)CC1	83.1	-1.5	-7.0	67.0	4.0
47	CCCc1noc2c1/C(=N\O)CCC2	100.0	.	10.7	99.3	0.4

#	NPY Y2 blocker	Yeast growth inh	MRP1 act	Measles CPE	Yeast life ext
31	0.6	-35.5	-2.5	27.8	-19.3
32	6.0	-43.6	-0.7	3.2	29.6*
33	3.0	-29.7	-2.2	-0.1	-5.8
34	5.5	-66.4	-1.2	7.4	-3.1
35	0.9	-26.7	-2.2	6.3	-1.2
36	-0.8	-7.0	-2.6	12.7	-21.7
37	2.6	-7.6	-4.7	-2.1	-24.6
38	-1.0	-64.1	1.6	17.6	-0.5
39	-0.6	8.3	-2.8	2.4	-1.5
40	2.4	-38.2	-2.7	7.8	-23.8
41	1.6	-17.8	-2.0	27.0	-21.7
42	1.5	-57.0	0.2	1.5	-3.7
43	1.8	-30.5	-3.5	21.2	-6.5
44	0.7	-43.5	-4.8	13.9	1.4
45	-0.2	-14.9	0.2	14.3	-4.4
46	6.6	-7.8	-3.2	18.9	-8.1
47	0.7	-32.5	-1.3	8.1	-26.2

Whole records as entered above. Screens in order: PTEN del growth, Phagocytosis inh, E-sel TNF inh, HCT116 bCat-KO, GALR2 blocker, NPY Y2 blocker, Yeast growth inh, MRP1 act, Measles CPE, Yeast life ext
COc1ccccc1NC(=O)N(c1c(N)n(Cc2ccccc2)c(=O)[nH]c1=O)C1CCCC1 is listed with 105.8, -1.0, -46.7, 96.3, -0.1, 5.5, -66.4, -1.2, 7.4, -3.1
CCOC(=O)c1ccccc1NC(=O)c1ccccc1SC is listed with 74.7, 4.1, -35.3, 80.9, 7.2, 3.0, -29.7, -2.2, -0.1, -5.8

Screening data: PubChem, several laboratories
